Screens: PubChem, several laboratories
NR5A2 inv ag = LRH-1 (NR5A2) inverse agonists, primary screen, cell-based, luminescence, HEK293T, StAR-luciferase reporter; inhibition, % at 3.6 µM; LRH-1 transfected, 24 h; hit rate 0.13% among 360,000; Nuclear receptor subfamily 5 group A member 2 (Homo sapiens), O00482; AID 602396, 2012;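 active = inhibition above the mean inhibition of all tested compounds plus 3 SD, cut at about 73% in these data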;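 note: 0% = DMSO wells and 100% = reporter-only cells lacking LRH-1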
MC4R ag barr = MC4R agonists recruiting beta-arrestin, primary screen, cell-based, luminescence, agonist arm of biased-ligand search. Melanocortin receptor 4 (Homo sapiens), P32245. U2OS MC4R beta-arrestin complementation; percent of melanotan II response, DMSO zero. activation, % at 8.9 µM. hit rate 0.98% among 360,000;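 active = activation above a per-plate cutoff, the mean activation of sample wells on that plate plus 3 SD, cut at about 8% in these data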
SRC1 inh = SRC1 coactivator transcriptional activity inhibitors, primary screen, cell-based, luminescence. Nuclear receptor coactivator 1 (Homo sapiens), Q15788. HEK293 GAL4-SRC1 luciferase reporter. inhibition, % at 3.6 µM. hit rate 0.12% among 360,000. AID 588354, 2011;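 active = inhibition above the campaign mean plus 3 SD, with each screening campaign given its own cutoff, cut at about 60% in these data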;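 note: 0% = DMSO treated cells and 100% = gossypol at 36 µM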
ABHD5-PLIN5 inh = ABHD5-PLIN5 interaction inhibitors, primary screen, cell lysate, split luciferase complementation, luminescence; Perilipin-5 (Homo sapiens) + 1-acylglycerol-3-phosphate O-acyltransferase ABHD5 (Homo …; Split G. princeps luciferase complementation, 4 h; inhibition, % at 4 µM; hit rate 0.78% among 360,000;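 active = inhibition above the mean inhibition across every tested compound plus 3 SD, cut at about 22% in these data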;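 note: 0% = DMSO only wells and the 100% control is not disclosed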
TLR9-MyD88 inh = inhibitors of TLR9-MyD88 association in cells, primary screen, cell-based, CHO, BLA complementation, fluorescence. Toll-like receptor 9 (Homo sapiens) + Myeloid differentiation primary response protein …. CCF4 FRET ratio. inhibition, % at 4.98 µM. hit rate 0.21% among 340,000;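 active = inhibition above the mean over all tested compounds plus 3 SD, cut at about 21% in these data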;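 note: 0% = DMSO only wells and 100% = clavulanate BLA inhibitor control wells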
COUP-TFII inh = NR2F2 transcriptional activity inhibitors, primary screen, cell-based, luciferase reporter, HEK293T, luminescence | COUP transcription factor 2 (Homo sapiens), P24468 | HEK293T NGFI-A luciferase reporter | inhibition, % at 8.6 µM | hit rate 0.7% among 370,000 | AID 686940, 2013;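 active = inhibition above a per-plate cutoff, mean inhibition of test wells between control levels plus 3 SD, cut at about 38% in these data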;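 note: cells cotransfected with COUP-TFII expression vector driving the NGFI-A reporter; 0% = median of COUP-TF2 test wells and 100% = reporter-only cells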
SRC2 inh = inhibition of GAL4-SRC2 driven luciferase reporter, primary screen, SRC2 inhibitor project, cell-based, luminescence; Nuclear receptor coactivator 2 (Homo sapiens), Q15596; HEK293 GAL4-SRC2 luciferase reporter; inhibition, % at 9 µM; hit rate 0.17% among 370,000;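 active = inhibition above the mean inhibition of all tested compounds plus 3 SD, set per campaign, cut at about 52% in these data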;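 note: 0% = DMSO treated cells and 100% = cells given Gossypol at 36 µM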
MC4R antagonist = MC4R antagonists of cAMP signaling, primary screen, cell-based, TR-FRET, antagonist arm of biased-ligand search. Melanocortin receptor 4 (Homo sapiens), P32245. MC4R-expressing cells, MTII-stimulated cAMP, LANCE TR-FRET. inhibition, % at 6.5 µM. hit rate 0.48% among 360,000;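 active = inhibition above its plate's cutoff, the mean of tested wells on that plate plus 3 SD, cut at about 29% in these data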;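 note: 0% = Melanotan II alone and 100% = Melanotan II plus saturating MCL0020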
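System – human MC4R-expressing U2OS cells · Also added – Melanotan II · Dosing – one concentration, 6.5 µM nominal · Timing – 30-min compound, 1-h challenge, 1-h detection, room temperature · Measured by – Eu-cAMP/anti-cAMP TR-FRET, emission 671 nm · Replicates – singlicate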
EBV LMP1 NFkB = EBV LMP1-driven NF-kappaB luciferase reporter inhibitors, primary screen, cell-based, luminescence, single point; LMP1-induced NF-kappaB luciferase reporter cells; inhibition, % at 12.5 µM; hit rate 0.69% among 350,000; in the data active = inhibition above about 41%;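 note: 0% = neutral control wells and 100% = reference inhibitor control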
NCOA3 inh = SRC3 coactivator transcriptional activity inhibitors, primary screen, cell-based, luminescence; Nuclear receptor coactivator 3 (Homo sapiens), Q9Y6Q9; HEK293 GAL4-SRC3 luciferase reporter; inhibition, % at 3.6 µM; hit rate 0.17% among 360,000; AID 588352, 2011;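 active = inhibition above a per-campaign cutoff, the mean of all compounds plus 3 SD, cut at about 60% in these data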;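 note: 0% = DMSO-treated cells and 100% = gossypol-treated cells at 36 µM; higher means less SRC3-driven luciferase light from the GAL4 reporter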
NOD2 RIPK2 PPI = NOD2-RIPK2 binding disruptors in cells, primary screen, fluorescence, CHO cells, BLA complementation | Receptor-interacting serine/threonine-protein kinase 2 (Homo sapiens), O43353 | CCF4 ratio | inhibition, % at 4.98 µM | hit rate 0.38% among 360,000 | AID 624267, 2012; in the data active = inhibition above about 21%;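 note: 0% = vehicle only and 100% = reference blocker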
The depositor's hits bear a star; nt = not tested or not shown.

SMILES	NR5A2 inv ag	MC4R ag barr	SRC1 inh	ABHD5-PLIN5 inh	TLR9-MyD88 inh	COUP-TFII inh	SRC2 inh	MC4R antagonist	EBV LMP1 NFkB	NCOA3 inh	NOD2 RIPK2 PPI
Cc1cnc(CNC(=O)c2ccc3oc(C(C)C)nc3c2)[nH]1	24	-0.3	16	6	-6	-8	-6	-7	-1	-9	-24
Nc1nc(N)nc(-c2cc(F)ccc2O)n1	-9	0.3	4	4	-1	13	7	-4	36	7	-5
COc1ccc(-c2nn(CCC#N)cc2/C=N/O)cc1	-7	-2.1	-19	-4	11	-1	18	8	2	15	-2
CCOc1ncccc1C(=O)Nc1cccc(-c2nc3cccnc3s2)c1	-2	17*	10	7	-1	-20	-12	-6	-16	20	-8
O=C(Cn1cc(C(=O)COc2ccccc2)c2ccccc21)NCc1ccco1	-7	-2.5	-17	-5	7	-6	-33	-1	-8	-12	2
Cc1ccc(OCCC(=O)Nc2cc(S(=O)(=O)N3CCOCC3)ccc2N2CCCC2)cc1	6	-3.0	-28	-6	5	1	-9	14	-2	-6	0
COc1ccc(C2Nc3ccccc3C(=O)N2NS(C)(=O)=O)cc1 (stereo not given)	-9	0.2	-28	-1	-4	9	-26	11	-1	-18	3
COc1cc(OC)c(C(=O)c2ccccc2[N+](=O)[O-])c(OC)c1	9	-0.5	-17	-8	-2	1	-9	-2	-9	3	-7
O=C(COC(=O)C(Cc1ccccc1)NC(=O)c1ccccc1)c1ccccc1 (stereo not given)	-2	1.1	2	0	1	-13	-15	13	-7	13	-4
COc1ccc(CC(=O)NNc2ncnc3c2cnn3-c2ccccc2)cc1	5	-0.6	5	6	-10	6	-13	0	17	0	-2
COc1ccccc1NS(=O)(=O)c1cc(NC(=O)c2ccc3ccccc3n2)ccc1Cl	22	-0.1	-4	-2	-6	0	-32	24	1	15	2
CC(=O)Nc1cccc(-c2csc(C(C)(O)c3ccc(F)c(F)c3)n2)c1 (stereo not given)	13	2.1	-10	-3	nt	13	-3	-2	nt	-5	1
C#CCn1c(=NC(=O)c2ccc(S(=O)(=O)N3CCc4ccccc4C3)cc2)sc2cc(S(N)(=O)=O)ccc21	1	9.2*	-20	-1	-3	nt	nt	-5	12	17	-2
Cc1ccccc1C(OCC(O)CN1CCC(C(N)=O)CC1)c1ccccc1 (stereo not given)	17	-2.1	-10	8	-9	-5	-19	6	2	11	-6
c1ccc(-c2cc3c(N4CCOCC4)ncnc3s2)cc1	8	-2.1	0	2	2	3	-20	6	4	-7	10
CCn1c(=O)c2cc(C(=O)NCCN3CCOCC3)sc2c2ccccc21	19	0.2	-8	3	4	-21	-16	-10	0	9	3
Nc1c(Cl)cc(Cl)cc1C(=O)OCC(=O)N1CCCC1=O	11	-1.1	1	-2	8	nt	nt	19	-2	-2	-5
COc1ccc(CN(C(=O)c2nsc(Cl)c2Cl)C(C(=O)NC2CCCC2)c2ccc(C)cc2)cc1 (stereo not given)	-4	-3.8	-7	-8	11	16	15	5	54*	5	-2
Cc1ccc(C(=O)OC2CCS(=O)(=O)c3sccc32)cc1 (stereo not given)	-15	-1.3	-3	0	3	8	-8	8	-2	18	4
COc1cccc(NC(=O)Nc2nc(-c3ccc(OC)c(OC)c3)cs2)c1	38	19*	71*	-7	6	73*	75*	3	52*	72*	7
CCN(CC)S(=O)(=O)N1CCC(C(=O)NCc2ccc(C)cc2)CC1	9	0.6	3	-4	-4	8	1	4	-6	5	5
CCCCC(O)(CCCC)C(=O)NN(C(=O)OCC)c1ccccc1	22	0.9	10	-4	-1	4	6	16	7	33	-2
O=S(=O)(NC1CCCCC1)c1cccc2nsnc12	3	-2.2	15	-2	-2	15	-8	2	-2	-22	3
Nc1ccc(C(=O)NCC(=O)O)cc1	-23	-0.4	4	14	-3	-6	-1	6	1	16	-12
NC(=O)C1CCN(c2ncnc3c(-c4ccccc4)nsc23)CC1	-31	-1.1	-64	2	-10	-30	-17	11	-24	-54	-4
Nc1c(C(=O)Nc2ccccc2)c2nc3ccccc3nc2n1CCCN1CCOCC1	8	2.7	-12	12	1	-2	25	15	-7	3	-6
Nc1ccc(S(=O)(=O)N2CCc3ccccc32)cc1	-7	0.0	-10	6	-2	12	20	5	-4	2	-19
CCOC(=O)c1nn(-c2ccccc2F)c(-c2ccccc2)c1C(=O)c1ccccc1	-4	-2.6	7	-11	-1	-6	-8	4	-3	0	0
CCC(ONc1ccccc1C(F)(F)F)(C(=O)NN(C)C)c1ccccc1 (stereo not given)	3	-0.5	-8	14	0	-2	14	-5	2	17	-1
CC1CC(C)CN(C(=O)c2cc3cc(Br)cc(Br)c3o2)C1 (stereo not given)	-22	-1.2	-20	-5	0	-3	1	-7	-13	-20	-3
COC(=O)CCC(=O)c1oc2ccccc2c1NC(=O)CCCN1C(=O)c2ccccc2C1=O	7	1.3	4	-2	-2	-13	1	14	8	6	1
O=C(Nc1nc(-c2ccncc2)cs1)C1c2ccccc2Oc2ccccc21	5	2.0	15	3	-16	13	1	14	8	1	-1
CC(NC(=O)Cc1ccc(S(=O)(=O)N2CCOCC2)s1)c1ccc(Cl)c(Cl)c1 (stereo not given)	11	-2.9	-17	5	-2	10	-2	9	-6	-2	1
Cc1cccc(NC(=O)c2nc[nH]c2C(=O)N[C@@H](C)c2ccccc2)c1	1	0.1	5	-12	-3	11	-31	7	5	-21	-9
COc1cccc(C(=O)Nc2nnc(-c3ccccc3)s2)c1	-111	13*	-64	-4	3	-38	-78	-4	-40	-65	-19
COc1ccc(CN(C)C(C)C(=O)Nc2ccc(S(=O)(=O)N3CCOCC3)cc2)c(OC)c1 (stereo not given)	11	0.7	-9	8	4	5	-14	-2	-2	15	-14
CCN(CC)CCCNC(=O)c1ccc(Cl)c(S(=O)(=O)Nc2ccccc2OC)c1	-13	-1.9	-4	-2	4	-10	8	2	5	12	-2
O=C(NC1CC1)c1cc(F)c(F)cc1Cl	17	-0.1	-13	-1	-18	-1	-19	3	3	9	-4
C/C(=N\NC(=O)c1cccnc1)c1cccc([N+](=O)[O-])c1	-20	-1.5	-5	3	-5	-10	13	-3	-2	0	-7
Cc1ccc2nc(SCC(=O)NCc3ccco3)[nH]c2c1	-8	-2.5	-1	5	3	11	-12	-1	-7	-3	-9
COc1ccc(CC(=O)N/N=C/c2ccc(-c3ccc(F)cc3)o2)cc1OC	-12	-0.4	4	-4	-5	14	-15	-3	14	27	1
Cc1cc(C)c(OCC(=O)NCC(C)(C)N2CCOCC2)c(C)c1	5	-1.1	-4	-11	1	0	8	11	-3	12	-2
CCOc1ccc(S(=O)(=O)Nc2nc3ccccc3nc2Cl)cc1	3	0.2	0	-4	0	17	-10	6	-4	-11	-7
COc1ccc(C#Cc2cccc(-c3nc(C(=O)N4CCN(C)CC4)cc4c3[C@H](CCO)N(S(=O)C(C)(C)C)C4)c2)cc1OC (stereo not given in full)	20	nt	7	8	nt	-11	-18	nt	nt	-14	-8
Cc1ccc(OCC(=O)N/N=C2\CCOc3c(C)cccc32)cc1	-7	3.5	-25	-1	3	0	-8	6	3	-12	6
CCc1cc2ccc(C)c(C)c2nc1SCC(=O)NNC(=O)c1ccco1	8	-0.9	-16	-4	-2	-3	10	11	3	5	3
O=C(CSc1nnc(-c2ccccc2)o1)N1CCOCC1	-18	1.5	-11	3	-12	-4	-3	2	-8	0	3
COc1cccc(CN(C)C(=O)c2cccnc2SC)c1OC	-4	-1.8	10	1	-8	-23	1	-2	-1	8	-10
COc1cc2c(cc1OC)C[N+](C)(C)CC2	3	-0.5	5	6	-9	8	14	11	-7	10	4
COc1cc(OC)cc(C(=O)NNC(=O)CNC(=O)c2ccc(Br)o2)c1	-4	-4.4	-5	2	-7	2	-10	13	1	-3	-7
CCCn1nnnc1SCC(=O)N1CCCc2ccccc21	-13	-1.5	1	-1	0	7	-38	-5	-22	1	-3
CCCC(=O)NC(=S)Nc1cccc(NC(=O)c2ccccc2Cl)c1	9	-1.7	10	1	1	23	4	1	-1	9	8
COc1cc(/C=C2\SC(=O)N(CCNC(=O)c3cnc(C)cn3)C2=O)cc(OC)c1OC	2	-2.0	2	-5	-6	-8	-11	3	0	12	2
Cc1ccc(OCCC(=O)OCC(=O)NCCNC(=O)COC(=O)CCOc2ccc(C)cc2)cc1	-3	0.6	-2	-4	5	15	10	3	2	4	-7
CCN(Cc1ccccc1)C1CCN(Cc2ccc(SC)cc2)CC1	0	2.2	14	-2	3	4	-26	12	-8	-3	0
CC(C)COC(=O)N(C)C[C@@H]1OCc2cnnn2CCCC(=O)N([C@H](C)CO)C[C@@H]1C	1	0.5	-8	5	-1	-18	11	9	-7	19	1
COc1cc(NC(=S)Nc2ccccn2)cc(OC)c1	-14	-0.7	-10	4	4	-3	-25	17	6	-31	-4
CN(C)S(=O)(=O)c1ccc(NC(=O)CN2CCc3ccccc32)cc1	1	1.2	-15	-3	10	7	22	16	-18	-16	-4
CN(C)/C=C/C(=O)c1ccc(Br)cc1	13	-0.9	-18	-7	2	-4	-7	0	-26	1	-2
Cc1nc2ccccc2n1S(=O)(=O)c1ccc(F)cc1	-8	-2.3	12	2	-5	0	6	2	5	-19	-21
O=C(COC(=O)Cc1ccc(S(=O)(=O)N2CCOCC2)s1)Nc1ccc2c(c1)OCO2	33	-0.2	-1	1	8	3	6	17	-3	10	3
Cc1csc(NC(=O)/C=C/c2ccc3c(c2)OCO3)n1	-67	-0.6	-32	4	7	-33	-50	3	28	-4	0
CCOC(=O)[C@]12CCC=C1N(Cc1cccc3ccccc13)C(=O)[C@H](CC(=O)N1CCC(c3ccccc3)CC1)C2	-14	nt	nt	5	nt	13	-17	nt	nt	nt	3

Only part of the results is shown. The share of hits here may be higher or lower than overall.
